High-throughput results (PubChem BioAssay)
WT yeast gro inh – growth inhibition of WT yeast, mitochondrial fusion screen | inhibition, % at 10 µM | 190,000 tested, 2.1% active | mitochondrial fusion phenotypic screen, WT strain; in the data active = inhibition above about 58%; tested in S. cerevisiae
b-catenin transl – modulators of beta-catenin nuclear translocation. HeLa beta-catenin nuclear translocation, immunofluorescence imaging. nuclear translocation activity, % at 5 µM. 190,000 tested, 0.3% active;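 active = nuclear translocation activity above 50% at 5 µM, with a well cell count of 50 or more; inconclusive = wells under 50 cells across six images, flagged as toxic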;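 note: per-cell ratio of nuclear to cytoplasmic median beta-catenin stain intensity; plate controls were DMSO negative control for no effect and GSK-3 inhibitor IX positive control for full effect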
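Test system: HeLa cells, endogenous beta-catenin; Compound: single 5 µM dose plus 0.02–20 µM confirmation series; Times: compound exposure 24 h at 37°C; Signal: fluorescence imaging of beta-catenin antibody stain plus DAPI; Read-out: % activation, nuclear-to-cytoplasmic median beta-catenin signal ratio per cell.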
Ins promoter up – MIN6 insulin promoter up-regulation; MIN6 insulin promoter-GFP reporter, high-content imaging; hits give high values; z-score at 5 µM; 190,000 tested, 0.3% active; AID 1625;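 active = z-score above 3 at 5 µM with at least 500 cells counted in the well; inconclusive = wells under 500 cells, flagged as cytotoxic or low count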
Autophagy HCS – alters autophagy in cells; 190,000 tested, 0.98% active; MEF GFP-LC3 puncta imaging; test concentration mostly 10 µM; AID 463193; calls only at 10 µM (by protocol);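 active = percentage of spot-positive cells more than 3 SD above its plate mean, without a fluorescence outlier flag or 80% toxicity; inconclusive = no clear call, values can overlap the other calls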;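 note: spot-positive cell cutoff set from DMSO-treated cells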
Yfh1-off respiration – mitochondrial function rescue without frataxin homolog – Friedreich's ataxia, plus single-dose screen, dose response (AID 1465) | fold induction at 50 µM; hits with a dose series show EC50 in µM | 220,000 tested, 0.074% active | S. cerevisiae Yfh1-off respiration, WST-1 reduction, 72 h; higher fold induction means a stronger effect;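 active = fold induction of absorbance versus untreated yeast above a set limit, then at least 30% activation at any dose in follow-up; inconclusive = repeats straddling the limit, or above it without dose testing; inactive = fold induction below the set limit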;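 note: activators that raise dye reduction in frataxin-depleted yeast; strong numbers were not always called active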
Dynein cargo inh – dynein cargo transport inhibition; 220,000 tested, 0.47% active; 3617.4 mouse cells, GR-EGFP nuclear translocation imaging; test concentration mostly 20 µM; stimulated with dexamethasone, 1 µM; hits give low values; z-score, hits read low;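 active = plate z-score of nuclear minus cytoplasmic receptor signal below a set negative limit, without overly bright fluorescence or cell loss, cut at about -3.5 in these data, passing the limit was not always enough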;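 note: z-score of nuclear minus cytoplasmic ring GR-EGFP intensity difference per well; some compounds called inactive have numbers as strong as hits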
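medium = tetracycline-free induction medium containing charcoal-stripped FBS | probe or stimulus = dexamethasone, 1.0 µM final | timing = 48 h induction, then 1 h compound, then 30 min agonist, 37 °C | detection = automated 10x imaging of fixed Hoechst-stained cells | read-out basis = nuclear versus cytoplasmic GR-EGFP signal, averaged per well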
HIV peptide binding – cell-free HIV fusion peptide-binding blockers – biochemical, uHTS, fluorescence dequenching, primary screen (AID 1986); cell-free peptide binding, fluorescence dequenching, 30 min; higher % means a stronger effect; one-dose inhibition, % at 20 µM; IC50 in µM for titrated hits; 290,000 tested, 0.3% active; in the data active = inhibition mostly above about 52%, no sharp cut-off; inactive = mostly below about 76%; note: some results filed as inactive read as strong as hits
MT stabilizer – stabilizes microtubules in HeLa cells. HeLa tubulin immunostaining HCS, 24 h; share of cells brighter than vehicle mean+2SD. % tubulin-high responders, % at 10 µM. 200,000 tested, 0.83% active. AID 2205;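 active = plate Z-score above 3 for both tubulin-high and condensed-nucleus cell shares, with cell loss under 80%, at 10 µM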;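 note: anti alpha tubulin signal scored within the nucleus-defined area of each cell; some results filed as inactive read as strong as hits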
AID2073 – disruptors of CaV2.2 binding to Mint1 – biochemical, HTRF (AID 2073); HTRF protein-protein interaction, Mint1-CaV2.2; higher % means a stronger effect; inhibition, % at 20 µM; hits with a dose series show IC50 in µM; 290,000 tested, 0.19% active; in the data active = inhibition mostly above about 51%, no sharp cut-off; inconclusive = no clear call, values can overlap the other calls; inactive = mostly below about 53%; note: some results filed as inactive read as strong as hits
WT yeast gro inh mutant strain – recorded beside WT yeast gro inh, whose call it bears; inhibition, %; mitochondrial fusion phenotypic screen, mutant strain inhibition
Dynein cargo inh cytoplasmic EGFP – also measured in Dynein cargo inh; calls as there; z-score; measured here: cytoplasmic GR-EGFP intensity; hits give high values
Dynein cargo inh nuclear GR-EGFP – further read-out of Dynein cargo inh, marked with its call; z-score; measured here: nuclear GR-EGFP intensity;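 lower value marks the stronger effect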
Dynein cargo inh cell count – further read-out of Dynein cargo inh, marked with its call; z-score; measured here: cell count per field
Ins promoter up cell count – second read-out of Ins promoter up, no call of its own (marks repeat the call); cell count; measured here: cytotoxicity, nuclei count;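 total cells summed across four imaged fields per well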
b-catenin transl cell count 5 µM – also measured in b-catenin transl; calls as there; cell count; measured here: cell count, cytotoxicity flag
MT stabilizer Hoechst-high % – further read-out of MT stabilizer, marked with its call; % Hoechst-high responders; measured here: nuclear condensation Hoechst responders;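 share of cells brighter than vehicle mean plus two SD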
MT stabilizer cytotoxicity % – further read-out of MT stabilizer, marked with its call; toxicity, %; measured here: cytotoxicity by cell density;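 0% = mean cell density of plate MIN control wells and 100% = no cells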
Autophagy HCS cell loss 18 h – recorded beside Autophagy HCS, whose call it bears; toxicity, %; measured here: cell loss, nuclei count;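 cell loss after 18 h compound exposure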
Active calls of the source: *; i = inactive; ? = inconclusive; . = no result given.

SMILES	WT yeast gro inh	WT yeast gro inh mutant strain	b-catenin transl	b-catenin transl cell count 5 µM	Ins promoter up	Ins promoter up cell count	Autophagy HCS	Autophagy HCS cell loss 18 h	Yfh1-off respiration	Dynein cargo inh	Dynein cargo inh cytoplasmic EGFP	Dynein cargo inh nuclear GR-EGFP	Dynein cargo inh cell count	HIV peptide binding	MT stabilizer	MT stabilizer Hoechst-high %	MT stabilizer cytotoxicity %	AID2073
CCN(CC)c1nc(-c2nn[nH]n2)nc(N(CC)CC)n1	-2	-8	-0.9	1064	-0.52	1245	i	-8	i	3.1	0.21	3	-3.1	3.1%	1.4	2.8	0.9	-5%
O=C(NC(Cc1ccccc1)C(=O)OCC(=O)N1CCc2ccccc21)c1ccco1 (stereo not drawn)	12	27	-1.8	1045	-0.28	1232	i	11	i	-0.67	-0.13	-0.14	-0.42	0.5%	5.6	1.9	1.2	7%
NS(=O)(=O)c1ccc(CCNC(=O)CN2CCN(c3cccc(Cl)c3)CC2)cc1	7	-18	-1.8	931	0.86	1282	i	-1	i	-0.85	-0.23	-0.17	2	1.0%	1.4	1.5	8.7	0%
CS(=O)(=O)c1ccc2nc(NC(=O)Cc3ccccc3)sc2c1	12	1	-1.0	1070	-0.43	1469	i	-7	.	0.74	-0.22	0.8	-0.78	0.5%	1.9	2.0	4.5	1%
CCOC(=O)c1cc(-c2cccc(C(F)(F)F)c2)nc2nc(SC)[nH]c(=O)c12	-5	-21	0.3	943	.	.	i	15	i	0.46	-0.21	1.1	-0.8	9.5%	3.6	1.6	8.1	26%
CC(C)C(C)NC(=O)COc1ccc(OCc2ccccc2)cc1 (stereo not drawn)	34	30	-1.4	1096	-1.1	1328	i	4	i	-0.41	-0.21	-0.31	0.092	0.1%	1.7	1.9	2.2	-16%
N#Cc1cccc(NCC(=O)Nc2ccc3c(c2)OCCO3)c1	-11	4	-2.7	1039	-0.12	1286	i	9	i	-0.83	-0.1	-0.41	0.26	-2.4%	2.3	2.1	3.8	-5%
O=C(NC1CCCCC1)C(c1ccc(F)cc1)N(C(=O)c1cccs1)c1ccc2c(c1)OCO2 (stereo not drawn)	-16	-9	-1.4	1410	-0.36	1658	i	20	i	-0.65	0.015	0.37	0.15	-0.2%	3.0	1.7	4.8	17%
CC1(C)CC(=O)C/C(=N\NC(=S)NCc2ccccc2)C1	-3	-18	1.5	987	0.99	1292	i	-8	i	-0.17	-0.17	-0.66	-0.41	-2.9%	5.1	1.6	6.3	-13%
CCOC(=O)C1CCCN(C(=O)COC(=O)c2cc(=O)c3ccccc3o2)C1 (stereo not drawn)	7	0	-6.6	1001	-0.03	1356	i	-17	i	0.3	-0.27	0.4	-1.3	-1.9%	5.4	4.3	8.7	2%
O=C(NCCC1=CCCCC1)c1cc(-c2ccccn2)nc2ccccc12	9	2	-1.0	1104	0.95	1226	i	24	i	-0.84	-0.23	-0.81	0.71	0.3%	1.8	1.1	1.5	3%
O=C(O)c1cc(-c2ccc(Cl)cc2)n(-c2ccccc2)n1	-9	6	-2.1	1086	-0.02	1196	i	-14	i	-0.16	-0.25	-0.4	0.45	3.7%	3.3	2.8	9.7	11%
S=C(NCc1ccco1)N1CCC(c2nc3ccccc3o2)CC1	-13	1	1.8	1082	-0.8	1086	i	30	i	0.36	-0.28	0.41	-0.27	4.4%	2.2	2.0	4.9	6%
CC1(C(=O)N(CC(=O)NC2CCCC2)Cc2ccco2)CC(=O)N=C2C=CC=CN21 (stereo not drawn)	-16	-19	-1.7	1100	-0.16	1312	i	6	i	0.051	-0.21	0.25	0.37	-0.6%	2.4	3.0	5.2	11%
Cc1ccc(-c2c3c(=O)n(C)c(=O)n(C)c3cn2Cc2ccccn2)cc1	5	6	-2.1	1117	-0.99	908	i	-13	i	-0.45	0.78	0.12	0.45	1.4%	6.7	3.7	11	-6%
Cc1ccc(C)c(CSc2ccc3nnc(-c4ccccn4)n3n2)c1	16	-11	-4.0	1107	-0.85	1432	i	1	i	-0.41	-0.34	-0.32	0.64	0.0%	1.3	2.0	12	2%
Cc1cc(=O)[nH]c(N/N=C/C=C/c2ccccc2)n1	-4	7	-0.8	1140	-0.3	1222	i	-6	i	-0.00077	-0.18	-0.31	0.16	0.8%	2.5	2.4	2.6	-7%
O=C(Cc1ccccc1)Nc1c2c(nn1-c1cccc(Cl)c1)CS(=O)(=O)C2	15	19	-1.3	1102	-0.3	1954	i	24	i	-0.93	-0.33	-0.75	0.11	2.3%	4.2	2.8	7.2	12%
Cc1cc(OCC(=O)N(C)C)c2c(-c3ccccc3)cc(=O)oc2c1	7	-1	.	.	-1.2	842	i	-1	i	-0.46	-0.19	0.012	0.28	-1.5%	3.5	4.0	7.3	15%
COc1cc(/C=N/N2CCOCC2)ccc1OC(=O)c1ccco1	6	-6	-0.8	1148	0.45	1128	i	-7	i	0.71	0.31	0.7	-0.69	-2.4%	2.6	3.4	10	28%
Cc1ccc(-c2nnc3n2N=C(c2ccc(Br)cc2)CS3)cc1	14	2	0.4	1195	1.3	901	i	2	i	0.57	-0.3	0.31	0.35	-0.6%	3.5	6.7	7.3	3%
O=C(/C=C/c1ccco1)NC(=S)Nc1ccc(N2CCCC2)cc1	6	4	-4.3	553	-0.06	1305	i	8	i	0.04	-0.22	0.064	-0.12	18%	13*	38*	27*	52%
Cc1csc2nc(CNS(=O)(=O)c3cccnc3)cn12	.	.	.	.	.	.	i	0	i	-0.028	-0.23	-0.28	0.69	.	3.0	2.1	2.8	.
CC(C)COC(=O)Nc1ccc(C(=O)O)cc1	.	.	.	.	.	.	i	-6	i	-1.1	-0.21	-0.59	0.032	0.7%	2.2	1.1	9.1	8%
OCC1(Cc2ccccc2)CCN(Cc2cnn(-c3ccccc3F)c2)CC1	-6	-10	0.2	978	-0.38	1449	i	4	i	-1.2	-0.36	-0.51	1.5	-2.6%	2.0	1.2	9.1	-5%
CCOC(=O)c1sc(N2N=C(C)/C(=C\c3ccc(OCC(=O)OC)cc3)C2=O)nc1C	2	2	-0.3	987	-0.27	1175	i	22	i	-0.55	-0.25	-0.17	0.57	37%	2.8	3.0	3.7	-1%
N/C(=N\O)c1ccc(Cl)cc1Cl	.	.	-0.6	1302	0.05	1044	.	.	i	-1.2	-0.29	-0.55	1.1	-0.6%	.	.	.	11%
Cc1ccc(NC(=O)COc2ccc(Br)cc2C)cc1	8	-6	-2.2	1077	-0.25	1281	i	4	i	0.41	-0.27	0.26	0.33	-0.5%	1.2	2.4	8.4	-5%
COC(=O)c1[nH]c2ccccc2c1NC(=O)CCN1CCSCC1	-10	1	-3.0	1145	0.18	1104	i	50	i	-0.45	-0.21	-0.16	0.47	5.8%	2.0	1.3	4.3	-4%
O=C(Nc1cnc2ccccc2c1)c1ccco1	-10	-13	-8.1	885	0.87	1491	i	-5	i	0.1	-0.27	-0.15	-0.15	-1.1%	6.3	4.8	5.1	3%
Cc1ccc(Oc2ncccc2/C=N/O)cc1	-6	1	0.5	1372	0.61	1501	i	-1	i	0.12	-0.14	-0.12	-0.099	-1.3%	0.7	1.3	4.7	-3%
Clc1ccc(OCCCc2nc(-c3ccncc3)no2)c(Cl)c1	29	-7	0.0	1444	0.29	1197	i	-6	i	-0.73	-0.25	-0.17	0.13	0.1%	2.1	2.2	7.1	-7%
NC(=O)COC(=O)CCCSc1nc2ccccc2s1	-8	-1	-3.8	1096	1.9	1629	i	-13	?	-1.3	-0.27	-0.6	0.16	0.5%	0.9	1.0	4.4	-5%
Clc1ccc(OCCCN2CCCC2)cc1Cl	4	5	-0.7	523	-0.28	1334	i	-4	i	-1.7	-0.21	-0.54	0.89	3.1%	3.0	2.5	9.4	-6%
CSCC[C@H](NC(=O)OC(C)(C)C)C(=O)N/N=C/c1cccc2nccnc12	.	.	1.4	1324	0.66	1039	.	.	i	0.7	-0.29	-0.021	-0.12	0.0%	.	.	.	2%
O=C(NNC(=O)C12CC3CC(CC(C3)C1)C2)c1ccccn1	.	.	1.4	1304	-1.1	820	.	.	i	-0.56	-0.16	-0.26	0.12	0.0%	.	.	.	15%
O=C(CN(c1ccccn1)S(=O)(=O)c1ccc(F)cc1)Nc1ccccc1	-17	5	-0.5	1183	-0.29	1306	i	-3	.	-0.64	-0.22	-0.28	0.4	-0.3%	1.5	2.4	4.0	-9%
c1ccn2c(SCc3ccc4c(c3)OCO4)nnc2c1	11	21	-2.7	871	0.78	1246	i	4	i	1.5	-0.02	0.98	-1.2	-3.8%	3.2	2.8	2.1	-4%
CCc1ccc(/C=C2\Oc3cc(OC(=O)N4CCOCC4)ccc3C2=O)cc1	21	35	-0.3	957	0.21	1157	i	4	i	-0.17	-0.31	-0.34	-0.083	0.2%	4.0	1.9	7.3	16%
O=C(N=Nc1c(O)[nH]c2ccc(Br)cc12)c1cc(-c2cccs2)nc2ccccc12	-10	-10	0.3	1438	-0.1	1415	i	15	i	-0.057	-0.21	0.69	0.06	0.2%	6.9	2.1	9.5	41%
CC(C)c1ccc(NC2=NCC(=O)N2Cc2cccs2)cc1	-14	-37	-0.2	1547	-0.24	1461	i	-18	i	0.2	0.011	-0.37	0.59	0.3%	1.5	0.9	0.6	-6%
CCc1nnc(N/N=C/c2ccccc2F)n1N	-8	21	3.2	567	.	.	i	4	i	0.66	-0.33	-0.053	-0.069	-0.5%	1.6	2.5	4.3	11%
